Screening data from PubChem.
BLM helicase inh: blocks DNA unwinding by human BLM helicase; P54132; recombinant BLM DNA unwinding, fluorescence dequenching; Potency, µM (titrated, usually from 56.1 µM), inactives show top-dose activity change, negative = inhibition, hits mostly inhibitors; 350,000 compounds, 0.2% hits; AID 2528;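 note: plate controls were vehicle for no effect and no enzyme for full effect; nearly all actives have a fitted effect of over 35% in size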
G9a inh: inhibitors of human histone lysine methyltransferase G9a; G9a H3K9 monomethylation, AlphaScreen, 2 h; Potency, µM (doses to about 102 µM), for inactives: at the top dose activity, negative = inhibition, most hits filed as inhibitors; 350,000 compounds, 8.8% hits; AID 504332; note: % is set by controls: 0 for no effect and ±100 for the full control effect; nearly all actives have a fitted effect of over 75% in size
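Quantitative HTS format: methyltransferase activity on a biotin-tagged H3K9 peptide is measured by AlphaScreen, using a rabbit anti-monomethyl-H3K9 antibody with streptavidin donor and anti-IgG acceptor beads. Final levels are 20 nM enzyme, 500 nM peptide, 20 uM SAM; 2 h RT.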
GLS inhibitor: glutaminase GLS (human) inhibition. O94925. Potency, µM (titrated, usually from 45.5 µM), for inactives: at the highest dose activity change, negative = inhibition, most hits filed as inhibitors. 410,000 compounds, 0.21% hits. GLS enzymatic activity, qHTS titration; note: % is set by controls: 0 for no effect and ±100 for the full control effect
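Two-point fluorescence kinetic (t0, 30 min RT) for hKGA; glutamate detected via glutamate oxidase–HRP–Amplex Red. Substrate: 1 mM L-glutamine solution; buffer 45 mM KH2PO4, pH 8.2.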
Pin1 inh: inhibitors of human Pin1. Q13526. Potency, µM (top dose mostly 115 µM), for inactives: at the highest dose activity, negative = inhibition, actives largely listed as inhibitors. 390,000 compounds, 0.009% hits. Pin1 FP peptide displacement, HiFluor488, 10 min; active = well fitted inhibition curve with a large enough effect in the polarisation, with a control signal flat, not every such curve was filed as active; inconclusive = small, poorly fitted or top-dose-only effect, or effect the other way, or a change in a side signal; inactive = no such curve, though single readings can be large or run the other way; the % refers to the polarisation; note: % is set by controls: 0 for no effect and ±100 for the full control effect
JMJD2A Tudor: inhibitors of human JMJD2A Tudor domain | 390,000 compounds, 4.4% hits | AID 504339 | Potency, µM (titrated, usually from 114 µM), for the others: top-dose activity change, negative = inhibition, usual class: inhibitors | AlphaScreen JMJD2A-Tudor / H3K4me3 peptide binding | O75164; note: % is set by controls: 0 for no effect and ±100 for the full control effect; nearly all actives have a fitted effect of over 50% in size
HP1b binding inh: inhibitors of HP1-beta chromodomain binding to methylated histone tails | P83916 | AlphaScreen HP1-beta / biotin-H3K9me3 peptide binding | Potency, µM (series often up to 114 µM), for inactives: at the top dose activity change, negative = inhibition, usual class: inhibitors | 390,000 compounds, 0.56% hits; note: nearly all actives have a fitted effect of over 70% in size; inactives centre near 23
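AlphaScreen: HP1-beta (50 nM) preformed 30 min with biotin-H3(1-18)K9me3 peptide (50 nM) in PBS pH 7.4, 0.01% Tween-20. Compound added for 30 min at RT, then streptavidin donor/nickel chelate acceptor beads (10 ug/mL) for 30 min.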
PGK inhibitor: inhibitors of T. brucei phosphoglycerate kinase; PGK/GAPDH coupled, Kinase-Glo luminescence, 60 min; 380,000 compounds, 0.043% hits; P07378; Potency, µM (highest dose often 57.5 µM), inactives show at the highest dose activity change, negative = inhibition, most hits filed as inhibitors; note: % is set by controls: 0 for no effect and ±100 for the full control effect; nearly all actives have a fitted effect of over 60% in size
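Recombinant glycosomal PGK reaction used 1,3-bisphosphoglycerate generated in-well by GAPDH (100nM final) in 100mM TEA pH 7.6, 5mM MgCl2, 0.01% Tween-20. After 60 minutes at room temperature, ATP was read by Kinase-Glo Plus luminescence end-point.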
Pol iota inh: DNA polymerase iota (human) inhibition. Q9UNA4. Pol iota fluorescent replication assay, 10 min. Potency, µM (titrated, usually from 115 µM), inactives show at the top dose activity, negative = inhibition, hits mostly inhibitors. 390,000 compounds, 1% hits. AID 588590
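Fluorescent replication assay read twice, at 0 min and 10 min after adding 50 nM (final) substrate. Enzyme (10 nM) and compounds were first incubated 15 min at room temperature; enzyme-free buffer wells were negative controls.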
BAZ2B inh: blocks human BAZ2B; Q9UIF8; AlphaScreen BAZ2B-H3K14Ac peptide displacement; Potency, µM (doses to about 114 µM), without a hit: at the top dose activity change, negative = inhibition, usual class: inhibitors; 360,000 compounds, 4.4% hits; AID 504333; note: % is set by controls: 0 for no effect and ±100 for the full control effect; nearly all actives have a fitted effect of over 60% in size
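Inhibition is scored as reduced AlphaScreen emission. The BAZ2B/b-H3(5-23)K14Ac complex (50 nM each) in PBS pH 7.4, 0.01% Tween-20 meets compound (up to 110 uM) for 30 min at RT before bead addition.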
Starred values were filed as active, the others as inactive; i = inactive; ? = inconclusive; / = not tested or not shown; [ ] = another dose, or the depositor's remark. Unless noted, calls come from the whole dose curve; as a rule, active = well fitted curve in the direction sought with a large enough effect; inconclusive = small, poorly fitted or top-dose-only effect, or another doubt; inactive = no such curve, though single readings can be large; an effect the other way counts as inactive or inconclusive. Potency is the fitted concentration of half-maximal effect. The list is partial; rates above refer to the full screens.

Start of the listing, in advance:
#1 CCOC(=O)c1ccc(N2CC(O)=C(c3nc4ccccc4c(=O)[nH]3)C2=N)cc1
#2 C=CCOc1ccc(/C=N/n2cncn2)cc1OC

Compound | 1 | 2
BLM helicase inh | -5% | -2%
G9a inh | -32%[12.7 µM] | 0%[12.7 µM]
GLS inhibitor | -8% | -19%
Pin1 inh | ? | -6%
JMJD2A Tudor | -17% | 1%
HP1b binding inh | 30% | 31%[activator]
PGK inhibitor | -13% | -7%
Pol iota inh | 8% | -7%
BAZ2B inh | -2% | 5%

The whole of this part, previewed entries included:
#1 CCOC(=O)c1ccc(N2CC(O)=C(c3nc4ccccc4c(=O)[nH]3)C2=N)cc1
#2 C=CCOc1ccc(/C=N/n2cncn2)cc1OC
#3 N#CCCN(C(=O)COC(=O)c1cccc(S(=O)(=O)N2CCCCCC2)c1)c1ccc(F)cc1
#4 COc1ccc(OC)c2c(C)cc(C)nc12
#5 COc1ccc2nc(SCC(C)=O)c(C#N)cc2c1
#6 Cc1ccc(S(=O)(=O)N2CCN(C3CCN(Cc4ccccc4)CC3)CC2)cc1

Compound | 1 | 2 | 3 | 4 | 5 | 6
BLM helicase inh | -5% | -2% | / | -6% | 2% | 0%
G9a inh | -32%[12.7 µM] | 0%[12.7 µM] | / | ? | -20%[59 µM] | 4%[59 µM]
GLS inhibitor | -8% | -19% | 1% | 18% | 0% | 3%
Pin1 inh | ? | -6% | 1% | 0% | ? | -7%
JMJD2A Tudor | -17% | 1% | -16% | -14% | -10% | 2%
HP1b binding inh | 30% | 31%[activator] | 24% | 16% | 31% | 25%
PGK inhibitor | -13% | -7% | -9% | 6% | -6% | -6%
Pol iota inh | 8% | -7% | 14% | 31%[activator] | -18% | ?
BAZ2B inh | -2% | 5% | / | -20% | 6% | /

#7 CCCCNC(=O)c1cn(CC)c2cc(N3CCN(C)CC3)c(F)cc2c1=O
#8 COc1cc(-c2ccccc2)nc2ccccc12
#9 CC(C)Cc1nnc(NC(=O)C2CC(=O)N(Cc3ccccc3)C2)s1 (stereo not given)
#10 COc1cccc(-n2c(=O)c3c(C)c(C(=O)N(C)C)sc3n(CC(=O)Nc3ccc(C)cc3Cl)c2=O)c1
#11 Cc1c(NC(=O)C(Sc2ccccc2)c2ccccc2)cccc1[N+](=O)[O-] (stereo not given)
#12 Cn1nc(C(=O)NC2CCCCC2)c2ccccc2c1=O

Compound | 7 | 8 | 9 | 10 | 11 | 12
BLM helicase inh | 3% | 7% | -2% | -4% | -6% | 3%
G9a inh | 1% | -20%[59 µM] | ? | 3%[59 µM] | -27%[12.7 µM] | -6%[0.0925 µM]
GLS inhibitor | -1% | 25% | 8% | -12% | 1% | 19%
Pin1 inh | 0% | -4% | -3% | 17% | -4% | -7%
JMJD2A Tudor | -8% | 55%[activator] | -10% | -14% | -17% | -12%
HP1b binding inh | 41%[activator] | 104%[activator] | 21% | -1% | 9% | -24%
PGK inhibitor | -6% | 6% | 4% | 6% | -2% | -5%
Pol iota inh | 26% | 15% | 37%[activator] | -19% | 5% | -3%
BAZ2B inh | -15% | 53%[activator] | -16% | -20% | 3%[57.1 µM] | ?

#13 CN(CC(=O)N1CCc2[nH]c3ccc(F)cc3c2C1)CC1OCCO1
#14 COc1ccc(-c2nnn(CC(=O)N(CC(=O)NCCC(C)C)Cc3cccs3)n2)cc1OC
#15 COC(=O)[C@]1(CC(C)C)N[C@H](c2ccc(SC3CCCCC3)cc2)[C@@H]2C(=O)N(C)C(=O)[C@@H]21
#16 Cc1cc(=O)[nH]c(NCc2ccccc2)n1
#17 COC(=O)CC(c1ccc(C#N)cc1)n1c(C)ccc1C (stereo not given)
#18 COc1ccccc1NC(=O)CC(C)n1nc(C)cc1C (stereo not given)

Compound | 13 | 14 | 15 | 16 | 17 | 18
BLM helicase inh | -1% | -4% | / | -5% | -3% | 1%
G9a inh | ? | 58%[activator][12.7 µM] | / | / | 6% | 3%[59 µM]
GLS inhibitor | -1% | 1% | 2% | 3% | -8% | 0%
Pin1 inh | ? | 2% | -2% | 0% | 6% | -2%
JMJD2A Tudor | -28% | -4% | -30% | -16%[11.4 µM] | -20% | -14%
HP1b binding inh | 51%[activator] | 28% | 22% | 15% | 15% | 32%
PGK inhibitor | -3% | 7% | 0% | -5% | 8% | -5%
Pol iota inh | 14% | 5%[58.9 µM] | 28% | 8% | 32%[activator] | -1%
BAZ2B inh | -30% | -7% | / | -2% | -19% | -12%

#19 O=C(CNC(=O)c1ccc(Cl)cc1)Nc1ccc(S(=O)(=O)Nc2ncccn2)cc1
#20 CC(C)CCNC(=O)CN(CC1CCCO1)C(=O)CCC(=O)Nc1nccs1 (stereo not given)
#21 CC(=O)NC(=O)c1ccc(-c2ccc(Cl)cc2)o1
#22 O=C1c2ccccc2C(=O)N1CCCn1c2ccc(Cl)cc2c2nc3ccccc3nc21
#23 Cc1ccc(-n2nc3cc(Cl)c(NC(=O)c4ccco4)cc3n2)cc1
#24 Cc1ccc2[nH]cc(/C=C/c3cc[n+](C)cc3)c2c1

Compound | 19 | 20 | 21 | 22 | 23 | 24
BLM helicase inh | -1% | 2% | 3% | / | -10% | 0%
G9a inh | 22µM* | -21%[59 µM] | -8%[59 µM] | / | -40%[59 µM] | 45µM*
GLS inhibitor | -10% | 15% | 4% | -6% | 0% | 11%
Pin1 inh | -10% | 7% | 0% | 9% | -1% | ?
JMJD2A Tudor | -5% | -14% | -7% | 11% | -1% | -15%
HP1b binding inh | 23% | 45%[activator] | 37% | 20%[57 µM] | 24% | -25%
PGK inhibitor | -10% | 0% | -8% | i | -11% | -5%
Pol iota inh | -1% | -3% | 20% | 8% | 12% | 41%[activator]
BAZ2B inh | ? | -3% | -6% | / | -13% | -12%

#25 CC(C)=C[C@@H]1C[C@H](C)[C@H]2CC[C@H](C)c3c(O)c(O)c(C)c1c32
#26 CC(C)c1ccc(NC(=O)CCNC(=O)N2CC(=O)Nc3ccccc32)cc1
#27 C/C(CC(=O)Nc1cccc(Cl)c1Cl)=N\NC(=O)c1ccccc1Br
#28 COc1ccc(Nc2nnc(SCC(=O)c3cc4ccccc4o3)s2)cc1
#29 CCOc1ccc(NC(=O)COC(=O)c2ccc3c(c2)OCCO3)cc1
#30 N#Cc1c(NC(=O)C2CC(Cl)=CCC2C(=O)O)sc2c1CCCC2 (stereo not given)

Compound | 25 | 26 | 27 | 28 | 29 | 30
BLM helicase inh | / | -1% | -9% | -13% | / | -1%
G9a inh | 6%[0.501 µM] | 29% | / | -134%[59 µM] | 13%[12.7 µM] | -41%
GLS inhibitor | ? | -5% | -2% | 6% | 1% | 16%
Pin1 inh | -21% | 0% | 13% | 14% | -2% | -7%
JMJD2A Tudor | 40µM* | -1% | -9% | -23% | -11% | -16%
HP1b binding inh | ? | 60%[activator] | 20% | 8% | 32% | 16%
PGK inhibitor | -6% | i | -3% | -3% | -7% | i
Pol iota inh | ? | 33%[activator] | 70%[activator] | 17% | 26% | 15%
BAZ2B inh | 56µM* | -2% | -10% | ? | -1% | ?

#31 O=[N+]([O-])c1c(NCCCO)cc(N2CCN(Cc3ccc4c(c3)OCO4)CC2)c2nonc12
#32 CC(C)NC(=O)c1ccc(C(C)C)cc1
#33 CN(C)C(=O)CCc1ccc2c3c([nH]c2c1)[C@]1(CCC2CCCC2)[C@@H](C(=O)N2CCOCC2)C[C@H](CC(=O)NCCC2=CCCCC2)C(=O)N1CC3
#34 CC1(C)Cc2cccc(C(=O)Nc3ccc(Cl)cc3)c2O1
#35 CCn1nc(C(=O)Nc2cc(Cl)ccc2-n2cncn2)c2ccccc2c1=O
#36 O=C(NCCCN1CCCC1)c1cc(Sc2ccc(F)cc2)nc2ccccc12

Compound | 31 | 32 | 33 | 34 | 35 | 36
BLM helicase inh | -3% | -7% | / | -6% | / | -7%
G9a inh | -4%[59 µM] | 22% | / | 173%[activator] | ? | -40%
GLS inhibitor | 7% | 1% | -20% | -1% | 4% | -8%
Pin1 inh | -6% | 0% | -9% | 1% | 2% | 2%
JMJD2A Tudor | -34% | -14% | -30% | 67%[activator] | -17% | -9%
HP1b binding inh | -12% | -19% | 17% | 124%[activator] | 29% | 23%
PGK inhibitor | -6% | i | -3% | 3% | 6% | -1%
Pol iota inh | 15% | -3% | 18% | 15% | 9% | 67%[activator]
BAZ2B inh | ? | -6% | / | 32% | 9% | -20%

#37 Cc1c(Cl)cccc1NC(=O)C(=O)NCCc1csc(-c2ccc(C(F)(F)F)cc2)n1
#38 CC(=O)Nc1ccc(NC(=O)C/C(C)=N/NC(=O)C(=O)N2CCCC2)cc1
#39 O=C(CNC(=O)c1ccccc1F)OCC(=O)c1ccc(Cl)s1
#40 C=CCNC(=O)c1cccc2c1C(=O)c1ccc(N3CCOCC3)cc1S2(=O)=O
#41 Cc1ccc(S(=O)(=O)c2[nH]c(-c3ccccc3)nc2SC(C)C(=O)O)cc1 (stereo not given)
#42 COc1ccc(Cl)cc1C(=O)N1CCC2(CC1)CC(=O)c1ccccc1O2
#43 COc1ccccc1C(=O)NCC(=O)NCCc1ccc(Cl)cc1
#44 CCC(NC(=O)C1CCCO1)c1ccccc1 (stereo not given)
#45 COc1ccc(/C=C2\SC(=S)N(CCC(=O)N3CCOCC3)C2=O)cc1

Compound | 37 | 38 | 39 | 40 | 41 | 42 | 43 | 44 | 45
BLM helicase inh | 1% | 0% | -5% | / | -1% | / | -2% | -3% | 0%
G9a inh | 8%[59 µM] | 35µM* | 7% | / | -11%[59 µM] | 7%[0.501 µM] | 20%[59 µM] | / | 43%[12.7 µM]
GLS inhibitor | 1% | 15% | 0% | -1% | 11% | 8% | 8% | 9% | 1%
Pin1 inh | 1% | 1% | -6% | ? | -5% | 2% | -1% | -2% | -6%
JMJD2A Tudor | 3% | -20% | -23% | -13% | -16% | -27% | -12% | -6% | -13%
HP1b binding inh | 25%[57 µM] | 40%[activator] | 35% | 18% | 22% | -1% | -7% | 30% | 4%
PGK inhibitor | -7% | -9% | -6% | -7% | i | -5% | 0% | -4% | i
Pol iota inh | 24% | ? | 53%[activator] | 8% | 13% | 26% | 19% | 101%[activator] | 139%[activator]
BAZ2B inh | 5% | -32% | ? | / | -20% | 9% | 7% | 2% | 14%
